Source: PubChem BioAssay (several laboratories)
APP 5UTR inh: inhibitors of APP translation via 5'UTR reporter, primary screen, APP 5'UTR luciferase, SH-SY5Y cells | SH-SY5Y APP 5'UTR-luciferase reporter, luminescence | actives 0.82% (n = 190,000) | inhibition, % at 2 µM;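 active means inhibition above a set limit, derived from the sample mean plus 3 SD, cut at about 45% in these data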; further: values of inactives mirror those of a sister screen read the other way
STAT3 activator: IL-6 driven STAT3 reporter potentiators, primary screen, U3A cells, luciferase, luminescence, MLSCN library | AID 871, 2007 | activation (% of control), % at 5.6 µM | IL-6 STAT3-luciferase reporter; 100% = signal with IL-6 EC80 alone | actives 0.91% (n = 190,000);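 active means activation above the screen-wide mean of compound activation plus 3 SD, cut at about 130% in these data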;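 further: 0% = background luminescence of wells with medium and substrate only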
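Test system: Human STAT1-deficient U3A cells with stable STAT3-luciferase reporter | Also added: Interleukin-6, 33 ng/mL | Timing: Compound pre-incubation 1 h before IL-6, then 6 h stimulation at 37 °C | Technique: Luciferase reporter luminescence | Read-out: Percent of IL-6-only median luminescence | Benchmarks: IL-6-only wells as 100% reference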
FLuc inh counter: firefly luciferase enzyme inhibitors, primary screen, artefact control for luciferase-based inhibitor screens, biochemical, luminescence, ATPLite | AID 1006, 2008 | inhibition, % at 10 µM | Luciferin 4-monooxygenase (Photinus pyralis), P08659 | actives 1.5% (n = 200,000) | 10 min;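 active means inhibition above about 50% when tested at 10 µM, limit read from the data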
Target sequence (P08659 whole entry, looked up): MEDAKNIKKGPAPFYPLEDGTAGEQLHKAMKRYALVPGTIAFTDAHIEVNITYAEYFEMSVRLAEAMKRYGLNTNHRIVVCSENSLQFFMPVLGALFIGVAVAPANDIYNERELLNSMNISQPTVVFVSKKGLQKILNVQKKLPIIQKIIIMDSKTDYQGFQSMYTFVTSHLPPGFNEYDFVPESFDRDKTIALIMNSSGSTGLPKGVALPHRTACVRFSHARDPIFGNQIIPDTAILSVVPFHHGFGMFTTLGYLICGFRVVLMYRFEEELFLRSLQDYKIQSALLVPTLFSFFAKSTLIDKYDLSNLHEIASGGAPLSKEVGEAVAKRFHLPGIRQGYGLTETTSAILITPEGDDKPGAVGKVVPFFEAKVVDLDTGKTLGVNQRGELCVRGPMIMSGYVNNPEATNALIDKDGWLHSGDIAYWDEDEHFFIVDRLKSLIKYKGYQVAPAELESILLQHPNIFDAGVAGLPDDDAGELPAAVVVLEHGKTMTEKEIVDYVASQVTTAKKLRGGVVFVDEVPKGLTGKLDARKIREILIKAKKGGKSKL
NF-kB neuron act: activators of NF-kB expression in neurons, primary screen, cell-based, HTS; fold change at 12.5 µM; human neuronal cells, NF-kB reporter expression; hits give high values; actives 1.6% (n = 190,000); in the data active means fold change above about 3.3
APP 5'UTR act: activators of APP 5'UTR luciferase reporter, primary screen, SH-SY5Y cells; SH-SY5Y APP 5'UTR luciferase reporter, luminescence; zero percent = DMSO vehicle wells; activation, % at 2 µM; actives 1% (n = 190,000);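 active means activation above a set limit, based on mean plus 3 SD of controls, cut at about 140% in these data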; further: values of inactives mirror those of a sister screen read the other way
STAT1 inh: STAT1 signaling inhibitors, primary screen, cell-based, HTS, luciferase reporter; NIH 3T3 STAT1-luciferase reporter, IFN-gamma, luminescence; inhibition, % at 5.5 µM; actives 0.35% (n = 200,000); AID 920, 2007;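 active means inhibition above a set limit, the mean inhibition across all tested compounds plus 3 SD, cut at about 34% in these data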;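 further: 0% = IFN-gamma with DMSO and 100% = IFN-gamma with 300 µM nifuroxazide; values of inactives mirror those of a sister screen read the other way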
STAT3 blocker: IL-6 driven STAT3 reporter inhibitors, primary screen, U3A cells, luciferase, luminescence, MLSCN library; IL-6 STAT3-luciferase reporter; host cell line lacks STAT1; actives 0.89% (n = 190,000); inhibition, % at 5.5 µM; AID 862, 2007;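 active means inhibition above the mean inhibition across all screened compounds plus 3 SD, cut at about 44% in these data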;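 further: 0% = DMSO only wells and 100% = 100 µM nifuroxazide control wells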
FLuc act counter: FLuc activators, initial screening, artefact control for FLuc-dependent activation tests, biochemical, ATPlite luminescence. activation factor at 10 µM. ATPlite luciferase biochemical, 10 min; 0 = ATP-free wells, 1 = DMSO control. AID 1027, 2008. Luciferin 4-monooxygenase (Photinus pyralis), P08659. 200,000 tested, under 10 active;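 active means luciferase activation factor, scaled between plate controls, of at least 2 with compound at 10 µM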
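test system = cell-free luciferase reagent | medium = PBS as buffer for the ATP substrate | dosing = test compounds dosed from 2 mM stocks in 100% DMSO | incubation = 10 min at ambient temperature | detection = luminescence measurement of luciferase light output | benchmarks = low control with PBS replacing ATP, high control enzyme plus ATP without compound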
ROMK mod: ROMK potassium channel modulators, primary screen, cell-based, thallium flux, MLSMR library; Tet-inducible ROMK, thallium flux fluorescence; actives lie on both sides; B-score at 10 µM; actives 2% (n = 130,000); ATP-sensitive inward rectifier potassium channel 1 (Homo sapiens), P48048;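 active means signal ratio slope over the read window, or its plate-corrected B-score, at least 3 SD from the plate mean, either direction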;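 further: B-score of the F/F0 ratio slope over 7 to 12 s after thallium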
Target sequence (P48048 whole entry, looked up): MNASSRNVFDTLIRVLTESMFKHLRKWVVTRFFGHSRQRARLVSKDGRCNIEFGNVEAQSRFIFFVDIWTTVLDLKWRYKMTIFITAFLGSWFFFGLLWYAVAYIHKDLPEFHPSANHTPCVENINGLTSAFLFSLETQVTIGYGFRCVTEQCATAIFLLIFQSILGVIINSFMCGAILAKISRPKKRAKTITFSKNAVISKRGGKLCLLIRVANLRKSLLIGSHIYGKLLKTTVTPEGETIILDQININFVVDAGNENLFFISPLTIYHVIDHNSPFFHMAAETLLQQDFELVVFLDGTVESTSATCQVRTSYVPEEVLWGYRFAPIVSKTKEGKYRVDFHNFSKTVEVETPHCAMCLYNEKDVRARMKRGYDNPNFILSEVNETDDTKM
STAT1 act: STAT1 signaling activators, primary screen, cell-based, HTS, luciferase reporter. NIH 3T3 STAT1-luciferase reporter, IFN-gamma, luminescence; 100% = IFN-gamma alone, no compound. activation (% of control), % at 5.5 µM. actives 2.6% (n = 200,000). AID 932, 2007;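 active means activation above the screen-wide mean activation plus 3 SD, cut at about 130% in these data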;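 further: raw ratio to IFN-gamma control signal so 100% means no change and 0% no light; values of inactives mirror those of a sister screen read the other way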
An asterisk follows results filed as active.

Preview, 2 compounds:
Screening CN(C)S(=O)(=O)c1cc(NC(=O)COC(=O)C2COc3ccccc3O2)ccc1Cl (configuration not stated) returned APP 5UTR inh 3.8, STAT3 activator 102.8, FLuc inh counter -1.7, NF-kB neuron act 1.6, APP 5'UTR act -3.8, STAT1 inh 1.1, STAT3 blocker -2.0, FLuc act counter 1, ROMK mod -0.562 and STAT1 act 97.6.
`COc1ccc(CCNC(=O)Cc2cc(OCc3ccccc3)c(OC)cc2[N+](=O)[O-])cc1OC` gave APP 5UTR inh -5.1, STAT3 activator 96.5, FLuc inh counter -3.1, NF-kB neuron act 1.22, APP 5'UTR act 5.1, STAT1 inh 8.1, STAT3 blocker 9.7, FLuc act counter 1 and STAT1 act 92.6.

The whole of this part, from the start:
Screening CN(C)S(=O)(=O)c1cc(NC(=O)COC(=O)C2COc3ccccc3O2)ccc1Cl (configuration not stated) returned APP 5UTR inh 3.8, STAT3 activator 102.8, FLuc inh counter -1.7, NF-kB neuron act 1.6, APP 5'UTR act -3.8, STAT1 inh 1.1, STAT3 blocker -2.0, FLuc act counter 1, ROMK mod -0.562 and STAT1 act 97.6.
`COc1ccc(CCNC(=O)Cc2cc(OCc3ccccc3)c(OC)cc2[N+](=O)[O-])cc1OC` gave APP 5UTR inh -5.1, STAT3 activator 96.5, FLuc inh counter -3.1, NF-kB neuron act 1.22, APP 5'UTR act 5.1, STAT1 inh 8.1, STAT3 blocker 9.7, FLuc act counter 1 and STAT1 act 92.6.
Screening COC(=O)c1sccc1NC(=O)CCC1CCCC1 returned APP 5UTR inh 1.8, STAT3 activator 92.5, FLuc inh counter -5.5, NF-kB neuron act 2.01, APP 5'UTR act -1.8, STAT1 inh 6.5, STAT3 blocker 9.0, FLuc act counter 1.1, ROMK mod 0.0238 and STAT1 act 93.8.
`CCN1CC2CCCC3(C1)C(=O)NC1(CCCCC1)N=C23` (configuration not stated) gave APP 5UTR inh -13.1, STAT3 activator 102.6, FLuc inh counter -0.8, NF-kB neuron act 1.32, APP 5'UTR act 13.1, STAT1 inh -4.5, STAT3 blocker -0.3, FLuc act counter 1, ROMK mod 0.0324 and STAT1 act 104.1.
O=c1[nH]c(CN(CCc2ccccc2)S(=O)(=O)c2ccc(Cl)cc2)nc2ccccc12 was read as APP 5UTR inh 2.2, STAT3 activator 105.9, FLuc inh counter -4.9, NF-kB neuron act 1.09, APP 5'UTR act -2.2, STAT1 inh -5.8, STAT3 blocker -8.4, FLuc act counter 1 and STAT1 act 105.2.
Screening CCOC(=O)c1ccc(NC(=O)CN2C(=O)CNC2=O)cc1 returned APP 5UTR inh 1.1, STAT3 activator 99.9, FLuc inh counter -0.3, NF-kB neuron act 1.45, APP 5'UTR act -1.1, STAT1 inh 0.5, STAT3 blocker 2.3, FLuc act counter 1, ROMK mod 0.298 and STAT1 act 102.4.
For O=S(=O)(c1ccc2c(c1)OCCO2)N1CCN(c2ncnc3sccc23)CC1 the results were APP 5UTR inh -0.6, STAT3 activator 50.7, FLuc inh counter 1.8, NF-kB neuron act 0.78, APP 5'UTR act 0.6, STAT1 inh 38.3*, STAT3 blocker 60.7*, FLuc act counter 1, ROMK mod 0.0425 and STAT1 act 64.7.
For O=C(NC1CCSC1=O)c1ccc(Oc2cccc(C(F)(F)F)c2)nc1 (configuration not stated) the results were APP 5UTR inh 4.5, STAT3 activator 99.9, FLuc inh counter -7.1, NF-kB neuron act 1.15, APP 5'UTR act -4.5, STAT1 inh 4.9, STAT3 blocker 0.5, FLuc act counter 1.1 and STAT1 act 95.5.
`Cc1ccc(/C=N/NC(=O)CNC(=O)COc2ccc(Cl)cc2)o1` gave APP 5UTR inh -6.6, STAT3 activator 104.6, FLuc inh counter -1.7, NF-kB neuron act 1.16, APP 5'UTR act 6.6, STAT1 inh 1.9, STAT3 blocker 1.2, FLuc act counter 1, ROMK mod -0.77 and STAT1 act 96.4.
`O=C(O)c1ccc(N2C(=O)C3ON(c4ccccc4)C(c4ccccc4F)C3C2=O)cc1` (configuration not stated) gave STAT3 activator 95.6, FLuc inh counter -2.0, NF-kB neuron act 1.12, STAT1 inh 0.3, STAT3 blocker 11.3, FLuc act counter 1 and STAT1 act 99.7.
Screening Cc1ccc(N2CN=C(c3ccccc3)NC2=S)cc1 returned APP 5UTR inh -77.0, STAT3 activator 87.5, FLuc inh counter 2.0, NF-kB neuron act 2.26, APP 5'UTR act 77.0, STAT1 inh -33.1, STAT3 blocker 20.0, FLuc act counter 1, ROMK mod 1.4 and STAT1 act 130.4*.
`O=C1C=C(c2cccs2)CC(c2cccs2)C1n1cnc([N+](=O)[O-])c1` (configuration not stated) gave APP 5UTR inh -7.3, STAT3 activator 107.3, FLuc inh counter -4.8, NF-kB neuron act 0.92, APP 5'UTR act 7.3, STAT1 inh 1.8, STAT3 blocker -7.9, FLuc act counter 1 and STAT1 act 98.4.
COc1cc(OC)c(C(=O)NCCCN2CCOCC2)cc1OC was read as APP 5UTR inh -15.7, STAT3 activator 109.7, FLuc inh counter -5.9, NF-kB neuron act 1.37, APP 5'UTR act 15.7, STAT1 inh -3.4, STAT3 blocker -9.9, FLuc act counter 1.1, ROMK mod 0.0678 and STAT1 act 101.7.
CN(C)c1ccc(C(CNS(=O)(=O)c2ccc(F)cc2)c2c[nH]c3ccccc23)cc1 (configuration not stated) was read as APP 5UTR inh 6.2, STAT3 activator 121.8, FLuc inh counter -5.3, NF-kB neuron act 0.79, APP 5'UTR act -6.2, STAT1 inh -11.4, STAT3 blocker -22.8, FLuc act counter 1.1 and STAT1 act 110.2.
Screening O=C(CS(=O)c1cccc(Cl)c1)Nc1ccccc1Cl (configuration not stated) returned APP 5UTR inh 7.7, STAT3 activator 95.1, FLuc inh counter -6.5, NF-kB neuron act 1.31, APP 5'UTR act -7.7, STAT1 inh -2.3, STAT3 blocker 11.6, FLuc act counter 1.1 and STAT1 act 102.1.
For CCOc1ccc(C2=C(C=Nc3c(C)n(C)n(-c4ccccc4)c3=O)C(c3ccc(F)cc3)c3ccccc3O2)cc1 (configuration not stated) the results were APP 5UTR inh -3.7, STAT3 activator 100.4, FLuc inh counter -4.6, NF-kB neuron act 0.81, APP 5'UTR act 3.7, STAT1 inh 1.0, STAT3 blocker -2.1, FLuc act counter 1, ROMK mod 0.749 and STAT1 act 99.1.
Screening COc1ccc(/C=N/n2c(N)nc(-c3ccccc3)c2-c2ccccc2)cc1 returned APP 5UTR inh 11.4, STAT3 activator 87.1, FLuc inh counter -0.2, NF-kB neuron act 1.06, APP 5'UTR act -11.4, STAT1 inh -9.4, STAT3 blocker 18.7, FLuc act counter 1 and STAT1 act 108.6.
`COc1ccc(N2CCN(C(=S)Nc3cccc(C)c3C)CC2)cc1` gave APP 5UTR inh -2.2, STAT3 activator 108.9, FLuc inh counter -0.8, NF-kB neuron act 1.15, APP 5'UTR act 2.2, STAT1 inh -0.1, STAT3 blocker -4.9, FLuc act counter 1 and STAT1 act 100.1.
Screening CCN(CC)S(=O)(=O)c1cccc(NC(=O)COC(=O)c2n[nH]c(=O)c3ccccc23)c1 returned APP 5UTR inh 2.7, STAT3 activator 77.9, FLuc inh counter -4.2, NF-kB neuron act 1.16, APP 5'UTR act -2.7, STAT1 inh 10.0, STAT3 blocker 29.8, FLuc act counter 1, ROMK mod -0.00249 and STAT1 act 90.6.
`CCCCCC(=O)NNC(=S)NC(=O)c1cccc([N+](=O)[O-])c1` gave APP 5UTR inh 6.0, STAT3 activator 92.3, FLuc inh counter 0.1, NF-kB neuron act 1.12, APP 5'UTR act -6.0, STAT1 inh 3.3, STAT3 blocker 7.3, FLuc act counter 1, ROMK mod -0.491 and STAT1 act 99.1.
Screening O=C(CCCCCN1C(=O)c2ccccc2C1=O)NCc1ccco1 returned APP 5UTR inh -9.5, STAT3 activator 103.6, FLuc inh counter -6.5, NF-kB neuron act 1.16, APP 5'UTR act 9.5, STAT1 inh 3.4, STAT3 blocker 1.5, FLuc act counter 1.1 and STAT1 act 96.9.
COC(=O)c1ccc(CSc2n[nH]c(-c3ccccc3)n2)o1 was read as APP 5UTR inh -1.4, STAT3 activator 98.0, FLuc inh counter 7.9, NF-kB neuron act 1.17, APP 5'UTR act 1.4, STAT1 inh 6.6, STAT3 blocker 11.3, FLuc act counter 0.9, ROMK mod 0.784 and STAT1 act 94.1.
`CC1=C(C(=O)OC(C)(C)C)C(c2ccco2)C(C#N)=C(N)O1` (configuration not stated) gave APP 5UTR inh -5.3, STAT3 activator 100.0, FLuc inh counter -19.0, NF-kB neuron act 0.98, APP 5'UTR act 5.3, STAT1 inh 6.5, STAT3 blocker -0.3, FLuc act counter 1.2 and STAT1 act 94.0.
`CCOc1cnc(-c2c(-c3c(F)cccc3Cl)noc2C)o1` gave APP 5UTR inh 1.4, STAT3 activator 99.3, FLuc inh counter -1.9, NF-kB neuron act 1.13, APP 5'UTR act -1.4, STAT1 inh -2.4, STAT3 blocker 5.6, FLuc act counter 1, ROMK mod -1.14 and STAT1 act 99.5.
Screening CCC(C)(NC(=O)c1ccccn1)C(=O)NC1CCCC1 (configuration not stated) returned APP 5UTR inh -25.1, STAT3 activator 104.7, FLuc inh counter -1.4, NF-kB neuron act 1.44, APP 5'UTR act 25.1, STAT1 inh 3.2, STAT3 blocker 3.6, FLuc act counter 1, ROMK mod -0.0676 and STAT1 act 95.2.
For CCCC(=O)Nc1nc2ccc(NC(=O)c3c(F)c(F)c(OC)c(F)c3F)cc2s1 the results were APP 5UTR inh 88.8*, STAT3 activator 90.1, FLuc inh counter -5.1, NF-kB neuron act 1.02, APP 5'UTR act -88.8, STAT1 inh -4.4, STAT3 blocker 13.8, FLuc act counter 1.1, ROMK mod 0.558 and STAT1 act 102.3.
For COc1cccc(Cn2cccc(NC(=O)NC3CCCCC3)c2=O)c1 the results were APP 5UTR inh 2.6, STAT3 activator 93.6, FLuc inh counter 0.7, NF-kB neuron act 0.96, APP 5'UTR act -2.6, STAT1 inh 0.2, STAT3 blocker 9.9, FLuc act counter 1, ROMK mod -0.607 and STAT1 act 99.8.
`CCNc1nc(OCCNS(=O)(=O)c2cc(C)ccc2C)nc(N(C)C)n1` gave APP 5UTR inh 3.3, STAT3 activator 103.5, FLuc inh counter -8.9, NF-kB neuron act 1.24, APP 5'UTR act -3.3, STAT1 inh -1.3, STAT3 blocker 0.9, FLuc act counter 1.1, ROMK mod -0.285 and STAT1 act 101.2.
Screening CN(CC(=O)OCC(=O)NCC(F)(F)F)S(=O)(=O)c1ccc(Cl)cc1 returned APP 5UTR inh -11.6, STAT3 activator 103.3, FLuc inh counter -3.9, NF-kB neuron act 1.08, APP 5'UTR act 11.6, STAT1 inh -2.5, STAT3 blocker 7.0, FLuc act counter 1, ROMK mod 0.317 and STAT1 act 100.6.
